PfHsp40 rescue: compounds rescuing yeast from Plasmodium falciparum HSP40 toxicity. growth rescue, % at 12.5 µM. S. cerevisiae expressing PfHsp40, growth rescue, ATP luminescence. actives 0.68% (n = 340,000); in the data active = growth rescue above about 28%, passing the limit was not always enough; inconclusive = no clear call, values can overlap the other calls;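 note: yeast W303a lacking pdr1 and pdr3 grown in galactose medium; growth measured after three days at 30 °C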
Anthrax LF prot: blocks Bacillus anthracis lethal factor protease; multiplex microsphere protease cleavage assay, LF; inhibition, % at 10 µM; actives 0.12% (n = 360,000); AID 588501; note: plate controls were buffer without enzyme for full effect and enzyme alone for no effect
PrPC surface inh: cell surface PrPC inhibition, primary TR-FRET screen; AID 720596; P04156; TR-FRET read-out; inhibition, % at 13.8 µM; actives 0.43% (n = 370,000); in the data active = inhibition above about 24%; note: 0% = median of the test wells and 100% = reference compound wells
PriA SSB inh: inhibitors of Klebsiella pneumoniae PriA binding to SSB C-terminal tail. AID 1272365. AlphaScreen SSBct-PriA binding, biotinylated peptide. actives 0.6% (n = 430,000). inhibition, % at 33 µM; in the data active = inhibition mostly above about 37%, no sharp cut-off; inactive = mostly below about 20%;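 note: plate controls were negative control peptide for no effect and reference peptide for full effect; strong numbers were not always called active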
Yp Topo-I inh: inhibitors of Yersinia pestis topoisomerase I; Y. pestis Topo-I cleavage product accumulation, plate reader; activity, % at 10 µM; actives 0.064% (n = 360,000); AID 504884; in the data active = activity above about 50%, passing the limit was not always enough; inconclusive = no clear call, values can overlap the other calls; note: inactives centre near 2
BoNT A protease: inhibitors of Botulinum neurotoxin A light chain protease; actives 0.17% (n = 360,000); AID 588499; inhibition, % at 10 µM; multiplex microsphere protease substrate cleavage, flow cytometry; note: plate controls were buffer without enzyme for full effect and enzyme alone for no effect
3CLpro inhibitor: SARS-CoV 3CLpro protease inhibition. P0C6X7. recombinant SARS-CoV 3CLpro, quenched FRET peptide cleavage. inhibition, % at 6 µM. actives 0.14% (n = 290,000); in the data active = inhibition above about 12%
BH1578 lux ind: inducers of Vibrio cholerae quorum light production without autoinducers; activation, % at 18.7 µM; actives 0.16% (n = 350,000); V. cholerae BH1578 lux reporter, luminescence, 6 h; AID 588436; in the data active = activation mostly above about 9.7%, no sharp cut-off; inconclusive = no clear call, values can overlap the other calls; inactive = mostly below about 3.7%; note: not every result past the cut was called active; inactives centre near 0; reference of the scale not given here
TcdB GH inh: blocks C. difficile toxin B glycohydrolase activity; TcdB glycohydrolase enzymatic assay, plate reader; P18177; actives 0.24% (n = 350,000); inhibition, % at 9.99 µM; AID 652162; in the data active = inhibition above about 10%
Target sequence (P18177 whole entry, looked up): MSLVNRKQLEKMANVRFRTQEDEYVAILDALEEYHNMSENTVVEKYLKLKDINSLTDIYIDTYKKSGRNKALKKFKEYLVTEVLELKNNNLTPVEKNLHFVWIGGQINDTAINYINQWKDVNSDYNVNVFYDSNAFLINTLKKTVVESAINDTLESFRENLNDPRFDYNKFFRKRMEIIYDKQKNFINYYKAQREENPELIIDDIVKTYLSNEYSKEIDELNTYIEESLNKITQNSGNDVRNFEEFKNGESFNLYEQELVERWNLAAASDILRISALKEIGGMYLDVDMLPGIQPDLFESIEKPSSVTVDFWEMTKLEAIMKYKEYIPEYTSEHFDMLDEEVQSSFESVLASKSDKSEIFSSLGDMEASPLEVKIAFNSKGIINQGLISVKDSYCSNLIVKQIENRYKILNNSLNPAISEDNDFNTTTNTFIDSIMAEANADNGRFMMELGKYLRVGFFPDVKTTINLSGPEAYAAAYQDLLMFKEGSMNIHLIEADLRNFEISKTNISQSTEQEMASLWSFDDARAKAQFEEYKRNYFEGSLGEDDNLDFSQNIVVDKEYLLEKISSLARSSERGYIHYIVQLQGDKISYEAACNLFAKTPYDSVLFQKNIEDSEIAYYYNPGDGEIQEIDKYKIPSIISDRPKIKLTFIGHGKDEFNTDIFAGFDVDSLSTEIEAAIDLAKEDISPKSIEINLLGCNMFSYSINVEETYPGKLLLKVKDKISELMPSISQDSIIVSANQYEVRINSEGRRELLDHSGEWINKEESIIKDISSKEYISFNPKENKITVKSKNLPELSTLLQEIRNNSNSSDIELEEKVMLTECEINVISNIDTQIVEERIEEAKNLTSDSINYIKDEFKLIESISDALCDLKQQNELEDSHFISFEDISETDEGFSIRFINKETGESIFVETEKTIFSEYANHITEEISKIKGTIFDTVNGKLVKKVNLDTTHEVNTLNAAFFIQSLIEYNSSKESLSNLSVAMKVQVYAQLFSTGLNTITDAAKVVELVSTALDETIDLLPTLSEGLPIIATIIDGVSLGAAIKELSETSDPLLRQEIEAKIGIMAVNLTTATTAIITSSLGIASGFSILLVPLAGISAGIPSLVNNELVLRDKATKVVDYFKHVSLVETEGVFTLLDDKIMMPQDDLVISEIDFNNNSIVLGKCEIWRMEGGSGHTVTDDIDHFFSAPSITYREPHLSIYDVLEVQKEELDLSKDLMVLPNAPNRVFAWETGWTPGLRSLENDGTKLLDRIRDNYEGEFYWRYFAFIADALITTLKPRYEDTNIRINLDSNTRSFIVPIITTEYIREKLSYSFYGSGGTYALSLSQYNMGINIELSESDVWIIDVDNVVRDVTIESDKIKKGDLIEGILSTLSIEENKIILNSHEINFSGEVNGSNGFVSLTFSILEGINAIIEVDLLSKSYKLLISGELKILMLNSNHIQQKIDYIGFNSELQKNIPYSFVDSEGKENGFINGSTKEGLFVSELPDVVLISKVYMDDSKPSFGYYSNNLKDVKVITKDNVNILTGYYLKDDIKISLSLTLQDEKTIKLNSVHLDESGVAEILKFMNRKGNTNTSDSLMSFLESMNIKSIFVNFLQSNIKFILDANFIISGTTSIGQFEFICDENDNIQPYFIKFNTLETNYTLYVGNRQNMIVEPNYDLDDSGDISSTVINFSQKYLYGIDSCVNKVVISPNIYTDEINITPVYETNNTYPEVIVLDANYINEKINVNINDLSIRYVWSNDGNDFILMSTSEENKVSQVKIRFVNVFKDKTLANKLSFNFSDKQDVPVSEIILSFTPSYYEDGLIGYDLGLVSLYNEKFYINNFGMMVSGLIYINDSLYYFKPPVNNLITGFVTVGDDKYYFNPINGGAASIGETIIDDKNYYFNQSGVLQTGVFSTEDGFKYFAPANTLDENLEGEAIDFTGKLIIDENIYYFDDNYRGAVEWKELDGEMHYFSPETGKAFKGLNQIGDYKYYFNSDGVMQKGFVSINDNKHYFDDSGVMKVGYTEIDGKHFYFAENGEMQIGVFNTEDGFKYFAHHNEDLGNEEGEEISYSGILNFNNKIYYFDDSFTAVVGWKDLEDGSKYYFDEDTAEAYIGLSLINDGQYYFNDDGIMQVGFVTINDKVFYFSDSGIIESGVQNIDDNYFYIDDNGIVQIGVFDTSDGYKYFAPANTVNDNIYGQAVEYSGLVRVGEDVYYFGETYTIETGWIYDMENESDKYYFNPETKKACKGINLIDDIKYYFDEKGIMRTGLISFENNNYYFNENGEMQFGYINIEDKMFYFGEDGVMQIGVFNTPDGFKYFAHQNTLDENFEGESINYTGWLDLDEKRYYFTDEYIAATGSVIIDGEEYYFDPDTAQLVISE
The depositor's hits bear a star; i = inactive; u = inconclusive; x = no result given; & = joins results of further samples. Cut-off read from the data, not from the text of the source, unless noted: active = inhibition above about 30%; inconclusive = no clear call, values can overlap the other calls; inactive = below that. A portion of the library; count on the stated rates, not on these rows.

Short keys: A = PfHsp40 rescue; B = Anthrax LF prot; C = PrPC surface inh; D = PriA SSB inh; E = Yp Topo-I inh; F = BoNT A protease; G = 3CLpro inhibitor; H = BH1578 lux ind; I = TcdB GH inh
> COc1ccc(C(=O)OCC(=O)Nc2ncc([N+](=O)[O-])s2)cc1OC
  A = 0.9	B = 0	C = -17	D = -2	E = -14	F = -0.1	G = x	H = 3.1	I = -0.5

> CCOc1ccc(-n2c(O)c(/C=N/NC(=O)C3COc4ccccc4O3)c3ccccc3c2=O)cc1 (stereo not drawn)
  A = 303*	B = 0	C = 3	D = x	E = -4	F = 0.3	G = 2	H = -0.2	I = x

> CCC(=O)N1N=C(c2ccc(C)o2)CC1c1ccc(Br)cc1 (stereo not drawn)
  A = 0.0	B = 0	C = 7	D = -8	E = 11	F = 0.0	G = 2	H = -0.7	I = x

> CCCC(=O)Nc1ccccc1NC(=O)CCC
  A = 0.2	B = -5	C = 2	D = -21	E = -6	F = 0.3	G = -1	H = -5.6	I = x

> Cc1ccccc1-n1c(Cn2c(=O)sc3ccccc32)nnc1SCC(=O)N1CCCC1
  A = -0.4	B = -2	C = -2	D = -4	E = 14	F = -0.3	G = 0	H = -1.4	I = 0.1

> O=C(Cc1ccccc1)NNC(=O)C1CCN(c2ncccn2)CC1
  A = 0.6	B = -2	C = -3	D = -16	E = 0	F = -0.4	G = 0	H = 0.7	I = 0.7

> COc1ccc(C(=O)c2sc(Nc3cccc(OC)c3)c(C(=O)Nc3cccc(C)c3C)c2N)cc1
  A = -0.3	B = u	C = -3	D = -4	E = 4	F = u	G = 3	H = -0.4	I = x

> COC(=O)[C@@]12CCCN1[C@H](c1ccc(-c3ccccc3)cc1)[C@H]1C(=O)N(C)C(=O)[C@H]12
  A = 1.7	B = -5	C = 5	D = 7	E = -1	F = -0.1	G = x	H = i	I = 0.8

> O=C(/C=C/c1cccc([N+](=O)[O-])c1)NCCSc1ccccc1
  A = 1.1	B = 2	C = -10	D = 12	E = 6	F = 0.4	G = 6	H = -25	I = x

> CN(C)CCCn1c(NCc2ccc3c(c2)OCO3)nc2ccccc21
  A = 1.2	B = -1	C = -2	D = -13	E = -11	F = -0.3	G = 2	H = -0.1	I = x

> COc1ccc(C(=O)/C=C/c2ccc(N3CCCCC3)c([N+](=O)[O-])c2)c(OC)c1
  A = -1.1	B = -2	C = 3	D = 30	E = -10	F = -1.7	G = 2	H = 0.3	I = x

> CC(C)NC(=O)C(=O)NCC(c1ccc2c(c1)OCO2)N1CCOCC1 (stereo not drawn)
  A = -0.9	B = 1	C = -9	D = -4	E = -7	F = -0.6	G = -5	H = i	I = 5.8

> COc1ccc(C2=NOC(C)(c3nnc(-c4ccccc4)o3)C2)cc1 (stereo not drawn)
  A = -0.8	B = 3	C = -1	D = -4	E = 10	F = -0.2	G = x	H = -1.4	I = x

> CCCOc1ccc(NC(=O)c2cc3cc(C)ccc3[nH]2)cc1
  A = -1.7	B = 3	C = -1	D = -2	E = 3	F = -1.0	G = -1	H = i	I = 0.1

> C=CCN1C(=O)C2(/C(=C(\O)c3ccc4c(c3)OCCO4)C(=O)C(=O)N2CCCOC)c2ccccc21 (stereo not drawn)
  A = 0.4	B = 0	C = x	D = x	E = 9	F = 0.2	G = -2	H = -2.7	I = -0.2

Overlap with the part before: 2 compounds; new compounds follow.
Short keys: A = PfHsp40 rescue; B = Anthrax LF prot; C = PrPC surface inh; D = PriA SSB inh; E = Yp Topo-I inh; F = BoNT A protease; G = 3CLpro inhibitor; H = BH1578 lux ind; I = TcdB GH inh
> CCCOc1ccc(NC(=O)c2cc3cc(C)ccc3[nH]2)cc1
  A = -1.7	B = 3	C = -1	D = -2	E = 3	F = -1.0	G = -1	H = i	I = 0.1

> C=CCN1C(=O)C2(/C(=C(\O)c3ccc4c(c3)OCCO4)C(=O)C(=O)N2CCCOC)c2ccccc21 (stereo not drawn)
  A = 0.4	B = 0	C = x	D = x	E = 9	F = 0.2	G = -2	H = -2.7	I = -0.2

> O=C(c1c[nH]c(C(=O)C(Cl)(Cl)Cl)c1)c1ccccc1F
  A = 2.0	B = -12	C = 0	D = -11	E = 6	F = -1.8	G = 1	H = i	I = 1.5

> COC(=O)c1ccc(NC(=O)CSc2nnc(-c3ccccc3Br)n2-c2ccccc2)cc1
  A = -0.6	B = 1	C = 3	D = -4	E = 1	F = 0.2	G = x	H = -0.7	I = 1.7

> Cc1ccc(NC(=O)COc2ncnc3c(Cl)cc(Cl)cc23)cc1[N+](=O)[O-]
  A = -1.5	B = -3	C = 0	D = -7	E = -7	F = 0.5	G = -5	H = -7.0	I = x

> O=C(CSc1n[nH]c(=O)[nH]c1=O)N/N=C/C=C\c1ccccc1
  A = -0.4	B = 1	C = 0	D = x	E = 3	F = 0.1	G = -1	H = -0.2	I = 0.8

> O=C(O)CSC(=S)N1CCCCC1
  A = 0.6	B = -3	C = -3	D = 2	E = 0	F = -1.4	G = 1	H = -0.3	I = x

> Cc1ccc(S(=O)(=O)N2CCOCC2)cc1NC(=O)COC(=O)c1cccc(Cl)c1Cl
  A = 0.4	B = -3	C = 5	D = 2	E = 25	F = -0.2	G = x	H = 1.4	I = 1.3

> Cc1cccc(NS(=O)(=O)c2ccc(C(=O)NCC(c3ccco3)N3CCCCC3)cc2)c1C (stereo not drawn)
  A = -1.2	B = 0	C = 4	D = 14	E = 8	F = -6.8	G = x	H = -0.5	I = 5.2

> COc1ccc(OC)c(S(=O)(=O)NCc2cn3c(C)csc3n2)c1
  A = -1.1	B = 5	C = 3	D = -2	E = -2	F = -1.0	G = -3	H = -1.0	I = -0.8

> CN(C)c1ccc(CNc2nc3cc(-c4ccc(F)cc4)sc3c(=O)n2C)cc1
  A = x	B = -8	C = 2	D = x	E = 17	F = -1.1	G = x	H = -0.6	I = 1.0

> CCN(CC)C(=O)c1cc([N+](=O)[O-])cc2c1-c1ccc([N+](=O)[O-])cc1C2=C(C#N)C#N
  A = 0.2	B = x	C = -21	D = 10	E = -7	F = x	G = 5	H = i	I = -0.3

> C[C@H]1CN([C@@H](C)CO)C(=O)CCCn2cc(nn2)CO[C@@H]1CN(C)C(=O)Nc1ccccc1F
  A = x	B = -9	C = 2	D = x	E = -4	F = -0.3	G = x	H = 2.4	I = -1.1&0.7

> CC(=O)Nc1ccc2c(c1)C(=Nc1ccccc1)c1ccccc1-2
  A = 1.9	B = -1	C = -7	D = 10	E = 0	F = -0.9	G = x	H = -2.9	I = -0.1

> O=C(Nc1ccccc1Cl)N1CCn2c(nc3ccccc32)C1
  A = 0.2	B = -8	C = -4	D = -1	E = -8	F = -0.6	G = -2	H = i	I = x

> CC(=O)COc1coc(CN2CCN(c3ccc(F)cc3)CC2)cc1=O
  A = 1.3	B = 0	C = 3	D = 10	E = 10	F = -0.2	G = 0	H = -0.3	I = 0.9

> Cc1ccc(NC(=S)NNC(=O)c2cccc([N+](=O)[O-])c2)cc1Cl
  A = 15	B = 0	C = 0	D = 5	E = -11	F = u	G = 7	H = i	I = 1.1

> CN(Cc1ccccc1)C(=O)c1ccc(NC(=O)Cc2cccc(NC(=O)C3CCCN(C(=O)C4CCC4)C3)c2)cc1 (stereo not drawn)
  A = 0.2	B = 2	C = -1	D = 4	E = 22	F = 0.3	G = x	H = i	I = 0.2

> Cc1cc(C)c(C)c(OCCCCN2CCCCC2)c1
  A = -0.6	B = 2	C = 8	D = -13	E = -3	F = 4.0	G = 4	H = -0.3	I = -1.6

> O=C(Cc1ccccc1)Nc1nnc(-c2ccco2)s1
  A = 0.0	B = -3	C = 8	D = -1	E = 11	F = 0.0	G = -3	H = 6.1	I = x

> O=C(CCN1CCCCC1)NNC(=O)C12CC3CC(CC(C3)C1)C2
  A = 0.8	B = -3	C = -1	D = -4	E = -5	F = -0.3	G = -1	H = i	I = 0.4

> COc1ccc(C2CCCCCN2Cc2nc3ccccc3c(=O)n2CC(N)=O)cc1 (stereo not drawn)
  A = -0.9	B = -2	C = 6	D = 10	E = 16	F = -1.1	G = 1	H = -0.3	I = -11

> COC(=O)[C@H]1C[C@H](OC(=O)NCc2ccccc2F)[C@@]2(O)CN(S(=O)(=O)c3ccc(C)cc3)CC2[C@H]1C(=O)OC (stereo partly drawn)
  A = x	B = 3	C = -9	D = x	E = 5	F = 0.0	G = x	H = -0.4	I = 1.0

> CCOC(=O)Cc1csc(NC(=O)CSc2nc(C)cc(C)n2)n1
  A = -0.3	B = -7	C = -3	D = -2&-1	E = 10	F = -0.1	G = x	H = x	I = 0.9

> C[C@H]1CN([C@@H](C)CO)C(=O)Cc2cc(NC(=O)C3CC3)ccc2O[C@H]1CN(C)Cc1ccc(Oc2ccccc2)cc1
  A = 1.5	B = -4	C = 3	D = 20	E = 24	F = 0.0	G = x	H = -0.3	I = -1.1&0.5

> Cc1ccc(C(=O)NC2CCN(C(=O)Nc3ccccc3)CC2)cc1
  A = -1.7	B = -1	C = -10	D = -18	E = 3	F = 0.0	G = -1	H = -0.1	I = 0.7

> CCOc1ccc(C(=O)c2ccncc2)cc1
  A = -0.7	B = -1	C = 1	D = -13	E = -2	F = -0.1	G = -2	H = i	I = x

> Cn1c(SCc2ccc([N+](=O)[O-])cc2)nc2c(c1=O)SCC2
  A = 1.0	B = -2	C = -2	D = 0&10	E = 3	F = -0.5	G = 5	H = i	I = 0.2

> Cc1ccc(C)c(S(=O)(=O)N2CCCOC2CNC(=O)C(=O)NCCC2=CCCCC2)c1 (stereo not drawn)
  A = 0.0	B = 0	C = 3	D = -5	E = 15	F = -0.3	G = -4	H = -0.3	I = x

> CCn1cc(/C=N\NC(=O)c2ccc3c(c2)c(C)c(C)n3Cc2ccccc2)c(C)n1
  A = 72*	B = -3	C = 13	D = x	E = 27	F = -0.7	G = 9	H = i	I = x

> CCCCc1c(O)c2cccc3c2n(c1=O)CCC3
  A = x	B = -9	C = 8	D = -6	E = -4	F = -0.3	G = x	H = 0.7	I = -0.3

> O=C(CSC(=S)N1CCCCC1)c1c(F)cccc1F
  A = 1.8	B = -7	C = -10	D = 12	E = 2	F = -0.1	G = 2	H = -0.6	I = 0.4

> COc1ccc(C2C(C#N)=C(N)Oc3cc(C)[nH]c(=O)c32)c(OC)c1OC (stereo not drawn)
  A = 0.4	B = 0	C = -4	D = -8	E = -4	F = -0.6	G = -6	H = -1.4	I = x

> O=C(O)CC12C[C@H]3C[C@@H](C1)CC(n1ncc(N4CCN(c5ccccc5)CC4)c(Cl)c1=O)(C3)C2
  A = 0.0	B = -2	C = -25	D = -60	E = 7	F = 0.2	G = 1	H = -0.2	I = x

> O=C(Nc1ccccc1[N+](=O)[O-])c1cccnc1Cl
  A = 0.3	B = -3	C = -19	D = -7	E = 2	F = 1.2	G = -2	H = -0.5	I = 0.1

> Cc1ccc(S(=O)(=O)N(C)C)cc1NC(=O)[C@H](Cc1ccccc1)N1C(=O)c2ccccc2C1=O
  A = 1.9	B = 1	C = 10	D = -15	E = 4	F = 0.5	G = 5	H = -0.2	I = 3.7

> O=C(/C=C/c1cccs1)NNC(=O)c1ccccc1
  A = -0.3	B = 2	C = -20	D = 9	E = -4	F = 3.2	G = x	H = 2.1	I = -1.9

> O=C(OCC(=O)N1CCCC1)c1c(Cl)ccc(Cl)c1Cl
  A = -0.8	B = -4	C = 0	D = -13	E = -2	F = -3.4	G = 1	H = i	I = 0.8

> CC(C)CC(=O)NC(=S)N1CCCCCC1
  A = -0.5	B = -4	C = 5	D = 2	E = 1	F = -0.3	G = 0	H = 0.5	I = x

> COc1ccc(-c2cc(=O)oc3c(C)c(OC(=O)c4cccs4)ccc23)cc1
  A = -0.6	B = -1	C = -2	D = -6	E = 12	F = -0.6	G = 4	H = 0.8	I = 0.4

> Nc1nonc1-c1nc2ccccc2n1CC(=O)Nc1ccccc1
  A = -0.2	B = 4	C = 7	D = -3	E = 0	F = 0.5	G = 3	H = -0.3	I = -0.7

> COc1ccccc1C(=O)NCC(=O)NCC1(N2CCCCC2)CCCCC1
  A = 3.7	B = -2	C = -6	D = -16	E = -2	F = -6.3	G = x	H = i	I = 0.2

> Cc1cccc(NC(=S)N2CCC(C(N)=O)(N3CCCCC3)CC2)c1C
  A = -0.8	B = -6	C = 1	D = -4	E = 12	F = 0.0	G = 3	H = i	I = 1.5
